ALOX12 inhib = qHTS Assay for Inhibitors of 12-hLO (12-human lipoxygenase); purified 12-hLO, xylenol orange hydroperoxide absorbance; Potency, µM (series often up to 57.1 µM), for inactives: at the highest dose activity change, negative = inhibition, usual class: inhibitors; hit rate 0.12% among 150,000; AID 1452, 2008; note: potency is the fitted concentration of half-maximal effect; nearly all actives have a fitted effect of over 55% in size; many of its hits are not listed in these tables
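Purified human 12hLO (150 nM), preincubated 15 min with compound, then 40 uM arachidonic acid for 30 min, room temperature, Hepes pH 7.0 with 0.01% Triton X-100. Hydroperoxide detected by ferrous iron/xylenol orange; 573/405 nm absorbance ratio gives reaction progress.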
IMPase cell inh = qHTS Assay for Identifying the Cell-Membrane Permeable IMPase Inhibitors; AID 901, 2007; Inositol monophosphatase 1 (Rattus norvegicus), P97697; CHO-M1 cells, IP1 accumulation, HTRF TR-FRET ratio; inhibition (IP1 accumulation), % at 46.1 µM; 120,000 tested, under 10 active; active = well fitted curve in the direction sought with a large enough effect in the signal ratio, not every such curve was filed as active; inconclusive = small, poorly fitted or top-dose-only effect, or a change in a side signal; inactive = no such curve, though single readings can be large or run the other way; the % refers to the signal ratio;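 note: cells stimulated with carbachol in lithium chloride buffer; plate controls were DMSO basal wells for no effect and reference inhibitor wells for full effect; higher means more IMPase inhibition seen as more IP1 and lower FRET ratio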
Target sequence (P97697 whole entry, looked up): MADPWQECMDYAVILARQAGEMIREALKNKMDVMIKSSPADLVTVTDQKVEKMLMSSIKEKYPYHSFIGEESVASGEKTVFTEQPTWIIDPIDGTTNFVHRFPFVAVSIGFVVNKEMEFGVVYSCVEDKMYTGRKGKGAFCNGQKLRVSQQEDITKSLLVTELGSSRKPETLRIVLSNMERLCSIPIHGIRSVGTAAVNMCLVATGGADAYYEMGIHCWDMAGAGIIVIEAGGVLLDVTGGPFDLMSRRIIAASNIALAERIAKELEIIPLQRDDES
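CHO-M1, 2000 cells/well, cultured 16–30 h; cpd up to 46 uM; carbachol (50 uM solution, stimulation buffer w/ 50 mM LiCl, pH 7.4), 30 min 37C; IP-One TR-FRET, 10 min RT; Ex 320/Em 665, 620; Hill-fit AC50.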
PNC inhibitor = High Content Assay for Compounds that inhibit the Assembly of the Perinucleolar Compartment; PC3M PTB-GFP, PNC prevalence imaging, 16 h; hits give low values; activity change (PNC), negative = inhibition, % at 10 µM; hit rate 3.1% among 140,000;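 active = readout at or below -70, meaning at least 70% loss of cells showing the perinucleolar compartment, a nuclear body marking cancer cells; inconclusive = readout between -30 and a set limit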;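 note: plate controls were DMSO wells for no effect and camptothecin positive control wells for full effect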
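Read-out is percentage of cells bearing a perinucleolar compartment, from automated 20x imaging of fixed, Hoechst-stained PC3M PTB-GFP cells. Cells were seeded 4 h, then exposed 16 h to compound (23 nl of library stock) in duplicate plates.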
15-hLO-2 inh = qHTS Assay for Inhibitors of 15-hLO-2 (15-human lipoxygenase 2) | AID 881, 2007 | hit rate 0.56% among 110,000 | Potency, µM (highest dose often 57.1 µM), without a hit: at the highest dose activity change, negative = inhibition, actives largely listed as inhibitors | purified 15hLO-2, xylenol orange hydroperoxide absorbance | Polyunsaturated fatty acid lipoxygenase ALOX15B (Homo sapiens), O15296; note: potency is the fitted concentration of half-maximal effect; nearly all actives have a fitted effect of over 60% in size; many of its hits are not listed in these tables
Target sequence (O15296 whole entry, looked up): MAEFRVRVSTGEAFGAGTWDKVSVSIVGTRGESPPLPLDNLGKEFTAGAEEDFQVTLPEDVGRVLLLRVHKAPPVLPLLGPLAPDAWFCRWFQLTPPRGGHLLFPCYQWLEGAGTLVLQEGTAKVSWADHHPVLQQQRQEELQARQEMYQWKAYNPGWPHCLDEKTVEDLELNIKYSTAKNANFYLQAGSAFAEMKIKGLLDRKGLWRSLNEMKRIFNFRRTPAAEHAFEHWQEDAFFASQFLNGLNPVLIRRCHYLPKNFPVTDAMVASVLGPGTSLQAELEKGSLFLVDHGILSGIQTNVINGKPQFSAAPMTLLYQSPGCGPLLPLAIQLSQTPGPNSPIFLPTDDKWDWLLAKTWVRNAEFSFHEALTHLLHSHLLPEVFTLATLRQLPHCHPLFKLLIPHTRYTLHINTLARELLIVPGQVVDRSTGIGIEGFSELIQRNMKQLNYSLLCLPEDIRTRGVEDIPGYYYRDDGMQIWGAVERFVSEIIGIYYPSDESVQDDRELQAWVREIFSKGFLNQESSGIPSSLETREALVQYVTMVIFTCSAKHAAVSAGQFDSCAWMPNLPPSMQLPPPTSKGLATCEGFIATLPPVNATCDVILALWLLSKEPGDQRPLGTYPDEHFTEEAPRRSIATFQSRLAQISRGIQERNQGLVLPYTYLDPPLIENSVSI
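Read-out: hydroperoxide product oxidises ferrous iron, measured as xylenol orange complex via the 573-to-405 nm absorbance ratio after 30 min. Reaction: 50 nM enzyme, 15 min compound preincubation, 45 uM arachidonic acid, 90 min RT, Hepes pH 7.5 with Triton X-100.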
An asterisk follows results filed as active; ? = inconclusive; . = no result given; & = joins results of further samples; [ ] = another dose, or the depositor's remark. Unless noted, calls come from the whole dose curve; as a rule, active = well fitted curve in the direction sought with a large enough effect; inconclusive = small, poorly fitted or top-dose-only effect, or another doubt; inactive = no such curve, though single readings can be large; an effect the other way counts as inactive or inconclusive. Unless noted, % is set by controls: 0 for no effect and ±100 for the full control effect.

Molecule	ALOX12 inhib	IMPase cell inh	PNC inhibitor	15-hLO-2 inh
COc1ccc(NC(=O)C23CCC(C)(C(=O)C2)C3(C)C)cc1 (stereo unspecified)	1%	0	3	-1%
Cc1ccc(/C=C/C(=O)N2CCCC(C)C2)cc1 (stereo unspecified)	-1%	.	-20	.
Cc1ccc(OCc2ccc(C(=O)O)o2)c([N+](=O)[O-])c1	3%	4	-16	.
CCCC(=O)OCCNc1cc(Sc2nc3ccccc3[nH]2)c2nonc2c1[N+](=O)[O-]	-16%	.	19	.
O=C(O)C1C(c2ccccc2)C(C(=O)OCc2ccco2)C1c1ccccc1 (stereo unspecified)	-5%	3	1	1%
O=C(Nc1ccc(N2CCN(Cc3ccccc3)CC2)cc1)c1ncn[nH]1	6%	11	23	44%[activator]
CC(C)NC(=O)NC(=O)CSc1ccccc1F	-3%	-1	?	.
O=C(O)CCn1cnc2ccccc2c1=O	-3%	-2	-1	-6%
CC1(C(=O)NC2CCCC2)CCC(=O)N1Cc1ccccc1 (stereo unspecified)	-3%	?	2	2%
CCN(CC)S(=O)(=O)c1ccc2oc(C(=O)NC3CCCc4ccccc43)c(C)c2c1 (stereo unspecified)	-2%	-2	9	7%
Cc1cc(C(=O)OCC(=O)c2ccc(Br)s2)no1	?	?	-19	-24%
Clc1nnc(NN=C2CCCC2)c2ccccc12	-7%	.	31	.
CCOc1ccc(C(=O)NCc2ccncc2)cc1OCC	0%	1	14	-5%
CS(=O)(=O)N(CC(=O)NCCC1=CCCCC1)C1CCCCC1	-2%	8	0	-7%
CON1C(=O)C(=O)N(OC)C2CCCCC21 (stereo unspecified)	6%	6	-13	.
O=C1N=C(N2CCOCC2)S/C1=C/c1cccs1	2%	17	-8	-6%
O=C(O)c1ccc2nc(-c3ccccc3)c(-c3ccccc3)nc2c1	0%	.	-26	.
CCCCn1c(SCC2CCCO2)nc2cc(S(N)(=O)=O)ccc21 (stereo unspecified)	3%	4	-26	-1%
CC(CC(=O)Nc1ccncc1)c1ccccc1 (stereo unspecified)	6%	6	-28	1%
COc1ccc(CCNC(=O)CCN2C(=O)C3CC=CCC3C2=O)cc1OC (stereo unspecified)	-7%	1	6	.

Copied from the list:
`Cc1ccc(OCc2ccc(C(=O)O)o2)c([N+](=O)[O-])c1` | PNC inhibitor = -16
`Clc1nnc(NN=C2CCCC2)c2ccccc12` | ALOX12 inhib = -7%

Later entries:
Molecule	ALOX12 inhib	IMPase cell inh	PNC inhibitor	15-hLO-2 inh
CCCNc1nc2c(c(=O)n(C)c(=O)n2C)n1Cc1cccc(C)c1	-5%	9	?	-6%
COC(=O)c1ccc(C2/C(=C(\O)c3cccc(OC)c3)C(=O)C(=O)N2CCCN(C)C)cc1 (stereo unspecified)	-2%	.	?	.
CCCCN(C(=O)CN1CC(C)OC(C)C1)c1c(N)n(CC(C)C)c(=O)[nH]c1=O (stereo unspecified)	0%	-1	-27	.
O=C(CC1OC(=O)c2ccccc21)Nc1ccccc1N1CCOCC1 (stereo unspecified)	-1%	-3	?	2%
O[C@@H](c1cc(-c2ccc(Cl)cc2)nc2ccccc12)[C@@H]1CCCCN1	1%[11.4 µM]	.	.	22%[11.4 µM]
Cc1ccccc1CN1C(=O)CSc2ccc(C(=O)N3CCOCC3)cc21	-4%	0	?	-1%
O=c1c2cc(N3CCOCC3)ccc2[nH]c(=S)n1CCCN1CCCCCC1	-4%	5	-27	-1%
O=c1c(-c2cccs2)nc2cnc(Oc3cccc(Cl)c3)nc2n1C1CC1	4%	.	.	-10%
CCC(=O)Nc1ccc2ccccc2c1	-1%	.	?	.
CCSc1nnc(Cn2c(=O)sc3ccccc32)n1-c1ccccc1C	5%	-14	?	.
Nc1nc2ccccc2nc1N1CCCC1	3%	1	-8	.
Cc1cc2ccccc2nc1SCC(=O)N1c2ccccc2CC1C (stereo unspecified)	5%	-3	-18	-2%
O=C(OCCN1C(=O)c2ccccc2C1=O)c1cccs1	-3%	2	?	-8%
CCC/C=N/NC(=O)c1[nH]c2c([N+](=O)[O-])cccc2c1C	-1%	1	-113*	.
Oc1ccc(N=Nc2c(O)ccc3ccccc23)cc1	-20%	9	?	-20%
COc1cc(S(=O)(=O)N2CCCCCC2)ccc1-n1cnnn1	6%	6	-6	1%
CC1CCCC(C)N1S(=O)(=O)c1ccc(S(=O)(=O)NCCc2ccncc2)cc1 (stereo unspecified)	5%	13	10	.
Cc1c(NC(=O)C(=O)/C=C(\O)c2ccc(Br)cc2)c(=O)n(-c2ccccc2)n1C	-3%	0	4	.
COC(=O)c1ccc(Nc2nnc(-c3ccc(C)c(S(=O)(=O)NCC4CCCO4)c3)c3ccccc23)cc1 (stereo unspecified)	1%	6	?	.
O=C(NCCC1=CCCCC1)C(=O)c1c[nH]c2ccccc12	-3%	-1	-22	.
COc1cccc(CN(C)c2nc(-c3cccs3)nc3ccccc23)c1	-5%	.	-28	.
CC(C)N(Cc1ccccc1)S(=O)(=O)c1n[nH]c(C(C)(C)C)n1	-1%[11.4 µM]	.	.	-6%[11.4 µM]
NC(=O)c1ccccc1O	1%&-10%	.	5	-10%
Fc1cccc(CN2CCN(c3ncccn3)CC2)c1	-8%	12	14	-5%
Cc1ncc(CC(=O)n2cc(C(=O)c3cc(F)ccc3O)cn2)s1	1%	8	73	.
CC(Sc1ccc(Br)cc1)C(N)=O (stereo unspecified)	-5%	2	?	7%
CN(C)CCNC(=O)C(C(=O)c1ccccc1)n1ccccc1=O (stereo unspecified)	4%	-3	-12	-5%
CCC(=O)N1CCCc2cc(S(=O)(=O)NCc3cccs3)ccc21	-3%	10	12	-1%
CCC(C)c1ccc(-c2cc(C(=O)OCC(=O)Nc3cc(C)on3)c3ccccc3n2)cc1 (stereo unspecified)	9%	-3	31	-3%
Cc1ccc(-c2nc3ccccc3c(=O)n2CCCN2CCOCC2)cc1	-1%	-1[1.84 µM]	-3	5%[11.4 µM]
CC1=C(CC(=O)O)c2cc(F)ccc2/C1=C\c1ccc(S(C)(=O)=O)cc1	-1%	5	.	-6%
c1ccc(C(CCN2CC3CCC(CC3)C2)c2ccccc2)cc1	5%[11.4 µM]	.	.	3%[11.4 µM]
COc1ccc(Cc2nnc(NC(=O)Cc3cccs3)s2)cc1	-21%	-8	-16	?
CCN(C(=O)COC(=O)c1cc(NS(=O)(=O)c2ccc(Cl)c([N+](=O)[O-])c2)ccc1O)C1CCCCC1	-1%	1	?	.
CCCN1C(=O)C(NC(C)=O)c2ccccc21 (stereo unspecified)	5%	0	48	-12%
COc1cc(CNc2ccc(O)cc2)cc(Br)c1OCc1ccccc1F	?	5	14	.
CCCOc1ccc2c3c(c(=O)oc2c1)CCCC3	-7%	11	?	-17%
Cc1ccc(-c2c(C#N)c(N)nc3c2CCCC3)s1	0%	-11[1.84 µM]	-27	3%[11.4 µM]
O=C(NCc1ccc(Cl)cc1)c1cc(-c2cccs2)on1	-5%	1	?	-25%
CC1=C(C(=O)Nc2ccccc2F)C(c2ccsc2)C2=C(CC(C)(C)CC2=O)N1 (stereo unspecified)	0%	.	-13	.
C=CCOc1c(Cl)cc(/C=N/O)cc1OC	-13%	1	?	-2%
CC(N=C1NS(=O)(=O)c2ccccc21)C(=O)NCc1ccc2c(c1)OCO2 (stereo unspecified)	6%	3	71	-8%
Cc1cc(C)nc(N2CCCC(C(=O)Nc3cc(F)ccc3C)C2)n1 (stereo unspecified)	-5%	-3	-19	-6%
CCC(Cc1ccccc1)NC(=O)C1CCC(CNc2c(N3CCCC3)c(=O)c2=O)CC1 (stereo unspecified)	-3%	2	-30	1%
Cc1nc2ccccc2cc1OCc1ccccc1	-2%	1	-25	27%
COC(=O)c1sccc1NC(=O)Nc1cccc(Cl)c1Cl	-3%	5	-18	-1%
COc1cc2c(c(OC)c1OC)C(c1ccccc1C)CC(=O)O2 (stereo unspecified)	-4%[0.00818 µM]	.	.	4%[0.0915 µM]
Cc1c(S(=O)(=O)N2CCN(c3cccc(C(F)(F)F)c3)CC2)c(=O)n(C)c(=O)n1C	0%	-6	?	9%
CC(C)N(Cc1nc(-c2ccccc2)no1)C(=O)C(C)(C)C	0%	5	-19	1%
C/C(=C1/SC(N2CCOCC2)=NC1=O)c1ccc(Br)cc1	-6%	9	-2	3%
CCCNC(=O)COC(=O)CCC(=O)c1cccs1	2%	.	21	.
Cc1ccc2nc(SCC(=O)N3c4ccccc4CC3C)c(C)cc2c1 (stereo unspecified)	4%	?	-7	9%
COc1ccc2[nH]c(=O)c(CNc3ccc(C)c(C)c3)cc2c1	-6%	9	?	1%
O=C(CCN1CCCCC1)NCNC(=O)CCN1CCCCC1	5%	1	24	3%
O=C(c1cc(-c2cccs2)on1)N1CCCc2ccccc21	1%	1	-24	-5%
CC(=O)Nc1ccccc1OCc1nnc(-c2cccs2)o1	-8%	1	-25	-2%
O=C(CSCc1ccco1)c1ccc(Cl)s1	?	14	-8	?
O=C(COC(=O)C1CC1)c1c[nH]c2ccccc12	-3%	3	-80*	3%
COc1ccc(Cc2nnc(NS(C)(=O)=O)s2)cc1	2%	0	-27	-5%
O=C(NCc1cccs1)N[C@@H](Cc1ccccc1)C(=O)O	-2%	6	-10	1%

Arranged by length of the SMILES (falling): some entries from above.
Molecule	ALOX12 inhib	IMPase cell inh	PNC inhibitor	15-hLO-2 inh
O=C(c1cc(-c2cccs2)on1)N1CCCc2ccccc21	1%	1	-24	-5%
O=C(COC(=O)C1CC1)c1c[nH]c2ccccc12	-3%	3	-80*	3%
CCCNC(=O)COC(=O)CCC(=O)c1cccs1	2%	.	21	.

More entries follow:
Molecule	ALOX12 inhib	IMPase cell inh	PNC inhibitor	15-hLO-2 inh
Cc1cc(C)n2c(SCc3c(C)noc3C)nnc2n1	4%	-6	-7	.
O=C(O)CCn1c(=S)oc2ccccc21	1%	-3	37	.
CC(=O)NC(=S)Nc1ccc(-c2nc3ccc(C)cc3s2)cc1	-1%	-9	14	-20%
COc1ccc(C)cc1NC(=O)C(Sc1nnc2ccccn12)c1ccccc1 (stereo unspecified)	-3%	.	?	.
O=C(NC(NCc1ccccc1)C(Cl)(Cl)Cl)c1cccnc1 (stereo unspecified)	3%	-7	35	0%
COCCN(C(=S)Nc1ccc(OC)cc1)C1CCN(C(C)C)CC1	-1%	3	-1	.
Cc1ccc(/C=N/NC(=O)c2nc3nc(C)cc(C)n3n2)cc1	6%	.	49	.
COc1cccc(CN2CCN(c3cccc(C(F)(F)F)c3)CC2)c1OC	-7%	-6	?	.
Cc1cc(C)c2c(=O)n(CC(=O)N3CCC(Cc4ccccc4)CC3)sc2n1	-16%	0	55	.
CC(c1nc2ccccc2o1)N1C(=O)c2ccccc2C1=O (stereo unspecified)	-6%	1	3	.
CCOC(=O)c1cccc(NS(=O)(=O)c2c(C)[nH]c(=O)[nH]c2=O)c1	1%	-1	-21	8%
O=C(CCSCc1ccc(Cl)cc1)NCCc1ccccc1	-6%	5	6	.
CS(=O)(=O)Nc1nnc(SCC(=O)Nc2cccc([N+](=O)[O-])c2)s1	3%	-6	13	.
C[C@@]12C=Cc3occc3C1CC[C@@]13C[C@@H](CCC12)[C@@](O)(CO)C3 (stereo partly specified)	-5%[0.00818 µM]	.	.	3%[0.0915 µM]
CCOC(=O)c1c(C)[nH]c(C(=O)OCC(=O)Nc2ccc(OC)c(Cl)c2)c1C	-4%	1	?	?
